Compound activity: PubChem BioAssay, several laboratories
MC4R ag barr = human MC4R agonism via beta-arrestin | P32245 | U2OS MC4R beta-arrestin complementation, luminescence; percent of melanotan II response, DMSO zero | activation, % at 8.9 µM | 360,000 compounds, 0.98% hits | AID 540308;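 active = activation above a per-plate cutoff, the mean activation of sample wells on that plate plus 3 SD, cut at about 8% in these data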
Glyco luc inh = N-linked glycosylation inhibition; D54 ERlucT glycosylation luciferase reporter, 24 h; percent of 100 nM tunicamycin response; reporter increase, % at 12.5 µM; 360,000 compounds, 0.23% hits;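 active = mean luciferase reporter signal, scaled so untreated is 0 and the glycosylation-blocking control 100, at or above a set limit in every replicate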;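 also: luciferase carries N-glycosylation sites so blocking glycosylation raises the light; 0% = median of neutral control wells and 100% = median of 100 nM tunicamycin wells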
HTR2A ag = mouse HTR2A agonism via beta-arrestin recruitment | CHO-K1 mHTR2A beta-arrestin complementation, luminescence; percent of 30 µM serotonin response | activation, % at 7.6 µM | 360,000 compounds, 0.66% hits;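 active = activation above a run cutoff, the mean activation of all tested compounds plus 3 SD, cut at about 14% in these data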;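 also: 0% = plate median of compound wells and 100% = 30 µM serotonin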
Granule exo inh = lytic granule exocytosis inhibition | TALL-104 LAMP-1 surface exposure, flow cytometry; cells stimulated with thapsigargin and PMA | inhibition, % at 10 µM | AID 651702 | 360,000 compounds, 0.66% hits;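 active = inhibition above about 55%, limit read from the data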
aDG glyco act = alpha-DG glycosylation activation | Pro5-aDG cells, alpha-DG glycosylation AlphaScreen (IIH6); 0% Pro5, 100% B10-LARGE cell signal | activation, % at 10 µM | 360,000 compounds, 0.22% hits | AID 624168;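 active = activation of at least 8% versus controls, or a plate z-score of at least 8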;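 also: Pro5 are CHO cells carrying HIG-tagged alpha-DG that lacks glycosylation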
ABCB6 inh 2 = human ABCB6 transporter inhibition | K562-ABCB6 porphyrin accumulation, flow cytometry, 1 h; hits give low values | fluorescence ratio to DMSO, % at 10 µM | 360,000 compounds, 0.19% hits | AID 602162;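 active = fluorescence ratio to DMSO below 75%, the collection mean minus 3 SD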;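 also: signal is porphyrin accumulated inside mitochondria; 100% equals median channel fluorescence of DMSO control wells; lower ratio means ABCB6 inhibition with less porphyrin fluorescence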
Target sequence (Q9NP58 whole entry, looked up): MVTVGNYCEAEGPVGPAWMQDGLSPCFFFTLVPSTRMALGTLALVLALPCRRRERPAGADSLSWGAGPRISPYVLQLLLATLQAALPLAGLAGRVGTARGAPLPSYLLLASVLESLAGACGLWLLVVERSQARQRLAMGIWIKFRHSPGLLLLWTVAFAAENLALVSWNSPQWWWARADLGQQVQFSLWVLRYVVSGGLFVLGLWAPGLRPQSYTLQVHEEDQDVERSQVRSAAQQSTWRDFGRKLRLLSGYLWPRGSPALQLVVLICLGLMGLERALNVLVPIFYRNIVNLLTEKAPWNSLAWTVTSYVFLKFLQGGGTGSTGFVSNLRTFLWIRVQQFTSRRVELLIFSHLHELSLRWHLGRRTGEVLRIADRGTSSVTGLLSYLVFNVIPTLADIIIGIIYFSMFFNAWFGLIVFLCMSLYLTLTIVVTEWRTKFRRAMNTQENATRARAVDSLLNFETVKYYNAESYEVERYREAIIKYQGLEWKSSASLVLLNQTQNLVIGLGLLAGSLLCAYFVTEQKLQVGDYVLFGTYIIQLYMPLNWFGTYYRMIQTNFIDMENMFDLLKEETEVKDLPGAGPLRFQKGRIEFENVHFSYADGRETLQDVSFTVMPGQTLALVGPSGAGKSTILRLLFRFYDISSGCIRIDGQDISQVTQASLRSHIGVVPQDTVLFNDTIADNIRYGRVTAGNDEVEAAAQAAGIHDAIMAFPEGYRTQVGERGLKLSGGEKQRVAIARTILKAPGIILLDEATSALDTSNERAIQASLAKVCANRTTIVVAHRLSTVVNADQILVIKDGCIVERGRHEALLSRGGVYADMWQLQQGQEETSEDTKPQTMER
MC4R antag cAMP = blocks human MC4R cAMP signaling. P32245. MC4R-expressing cells, MTII-stimulated cAMP, LANCE TR-FRET. inhibition, % at 6.5 µM. 360,000 compounds, 0.48% hits. AID 540295;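 active = inhibition above its plate's cutoff, the mean of tested wells on that plate plus 3 SD, cut at about 29% in these data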;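 also: 0% = Melanotan II alone and 100% = Melanotan II plus saturating MCL0020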
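System – human MC4R-expressing U2OS cells · Also added – Melanotan II · Dosing – one concentration, 6.5 µM nominal · Timing – 30-min compound, 1-h challenge, 1-h detection, room temperature · Measured by – Eu-cAMP/anti-cAMP TR-FRET, emission 671 nm · Replicates – singlicate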
H9c2 protect = protects H9c2 cardiomyocytes from peroxide injury; H2O2 injury protection, ATPLite, 2 h; protection from H2O2 cell death, % at 20 µM; 360,000 compounds, 0.63% hits; AID 588492;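 active = compounds giving at least 50% protection of heart cells from peroxide-induced death in the single-dose screen, raw or plate-pattern-corrected value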;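 also: 0% = DMSO wells with peroxide and 100% = DMSO wells without peroxide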
ABHD5-PLIN5 inh = blocks binding of human ABHD5 to perilipin-5; 360,000 compounds, 0.78% hits; Split G. princeps luciferase complementation, luminescence, 4 h; inhibition, % at 4 µM;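 active = inhibition above the mean inhibition across every tested compound plus 3 SD, cut at about 22% in these data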;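 also: 0% = DMSO only wells and the 100% control is not disclosed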
hiPSC survival = enhancers of human iPSC single-cell survival. AID 602274. 360,000 compounds, 0.044% hits. hiPSC single-cell survival, ATPlite luminescence; 100% = ROCK inhibitor wells, 0% = DMSO. survival enhancement, % at 20 µM; in the data active = survival enhancement above about 18%;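 also: cells exposed to compounds for 16 hours before the ATP read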
* hit, by the source's call; . = no result given.

SMILES | MC4R ag barr | Glyco luc inh | HTR2A ag | Granule exo inh | aDG glyco act | ABCB6 inh 2 | MC4R antag cAMP | H9c2 protect | ABHD5-PLIN5 inh | hiPSC survival
CCCCNC(=O)C1c2ccccc2OCC(=O)N1Cc1ccco1 (stereo not drawn) | . | . | 0 | 2 | 1.9 | 100 | . | . | 3 | 2.8
O=C(NC1CCCC1)C(c1cccnc1)N(C(=O)c1csnn1)C1CCCC1 (stereo not drawn) | 3.1 | -1 | 0 | -4 | 0.5 | 97 | 4 | 0 | 3 | 0.4
CCc1ccc(CN(C)CC(=O)Nc2ccccc2[N+](=O)[O-])cc1 | 3.5 | 0 | -2 | -5 | 0.0 | 102 | 0 | -4 | -14 | 6.2
C/C(=N/NC(=O)OC(C)(C)C)c1ccco1 | -2.2 | 0 | 2 | -3 | -0.4 | 100 | 3 | -5 | -10 | -1.9
COc1ccc(NC(=O)C23CC4CC(C2)CC(n2cnc(Br)n2)(C4)C3)cc1OC | -1.8 | 5 | 2 | 0 | 0.0 | 90 | 1 | 5 | 0 | -1.8
Cc1nc(C(=O)NNC(=O)Nc2ccc(Cl)cc2)cs1 | -0.5 | 2 | 5 | -6 | -0.1 | 99 | -4 | 4 | 9 | 0.1
CC1CCCN(c2ccc(C(=O)OCC(=O)N3c4ccccc4Sc4ccccc43)cc2[N+](=O)[O-])C1 (stereo not drawn) | -4.4 | -4 | -5 | -3 | -0.4 | 98 | -2 | -6 | -11 | 0.7
COCc1c(C(=O)NCCc2ccc(OC(F)F)cc2)oc2ccccc12 | 2.3 | -3 | -11 | -12 | 0.4 | 93 | 3 | -3 | -10 | 1.3
COc1ccc(/C=C2\SC(=S)N(CCC(=O)Nc3cccc(C(=O)O)c3)C2=O)cc1 | -2.2 | 2 | 3 | 3 | 0.1 | 94 | 9 | -8 | -1 | -0.9
COc1ccc(S(=O)(=O)N(C)C[C@H]2Oc3ccc(NS(=O)(=O)c4ccccc4)cc3CC(=O)N([C@H](C)CO)C[C@@H]2C)cc1 | -0.4 | -3 | 2 | 40 | -0.4 | 99 | 8 | 13 | -6 | -0.8
CC(C)NC(=O)CN(c1cccc([N+](=O)[O-])c1)S(=O)(=O)c1ccccc1 | 0.3 | 0 | -8 | 4 | 0.3 | 102 | 24 | 4 | 1 | 0.2
COc1ccc(N(C(=O)c2ccccc2OC(C)=O)C(C)C2CC2)cc1 (stereo not drawn) | 0.1 | -2 | 0 | -1 | -0.5 | 103 | 15 | 7 | 1 | 0.3
CCCNC(=O)c1ccccc1SCc1c(C)noc1C | -0.2 | -1 | -3 | 6 | -0.2 | 102 | 1 | 1 | 3 | -0.3
CC(C)C(=O)Nc1ccc(N2CCN(S(C)(=O)=O)CC2)cc1 | 0.4 | -1 | -1 | 1 | 0.1 | 88 | 6 | -1 | 3 | 0.8
COc1ccccc1N1C(=O)Cc2ccccc2C1=O | -0.3 | 1 | 1 | -14 | 0.0 | 105 | 11 | -1 | -4 | -0.7
CN(C)CCNc1oc(/C=C/c2ccccc2)nc1C#N | -0.4 | -1 | -2 | -2 | -0.1 | 99 | -1 | 2 | 2 | 3.1
CC(=O)N/N=C\c1ccccc1OC/C=C/c1ccccc1 | 0.5 | -1 | 4 | -2 | 0.2 | 100 | 0 | 0 | 5 | 0.4
Cn1cc(Br)c(-c2cccc(N3C(=O)CCCC3=O)c2)n1 | -0.3 | -2 | 3 | 2 | -0.1 | 95 | -3 | -1 | 6 | -0.1
CCOc1ccc(NC(=O)[C@@H](NC(=O)c2ccco2)C(C)C)cc1 | 1.4 | 0 | -2 | 4 | 0.3 | 94 | 4 | -3 | 3 | 0.0
Cc1ccc(Cl)cc1NC(=O)NCc1cccnc1 | -1.6 | 2 | -10 | -8 | 0.1 | 99 | 11 | 4 | -5 | -0.4

Entries from the list above that have a nitro group on carbon (three):
SMILES | MC4R ag barr | Glyco luc inh | HTR2A ag | Granule exo inh | aDG glyco act | ABCB6 inh 2 | MC4R antag cAMP | H9c2 protect | ABHD5-PLIN5 inh | hiPSC survival
CCc1ccc(CN(C)CC(=O)Nc2ccccc2[N+](=O)[O-])cc1 | 3.5 | 0 | -2 | -5 | 0.0 | 102 | 0 | -4 | -14 | 6.2
CC1CCCN(c2ccc(C(=O)OCC(=O)N3c4ccccc4Sc4ccccc43)cc2[N+](=O)[O-])C1 (stereo not drawn) | -4.4 | -4 | -5 | -3 | -0.4 | 98 | -2 | -6 | -11 | 0.7
CC(C)NC(=O)CN(c1cccc([N+](=O)[O-])c1)S(=O)(=O)c1ccccc1 | 0.3 | 0 | -8 | 4 | 0.3 | 102 | 24 | 4 | 1 | 0.2

The list continues.
SMILES | MC4R ag barr | Glyco luc inh | HTR2A ag | Granule exo inh | aDG glyco act | ABCB6 inh 2 | MC4R antag cAMP | H9c2 protect | ABHD5-PLIN5 inh | hiPSC survival
COc1ccc(/C=C/C(=O)Nc2cccc(S(=O)(=O)NC3=NCCCCC3)c2)cc1OC | -3.5 | 0 | 11 | 26 | 0.7 | 95 | -5 | 8 | 1 | -0.5
CCOC(=O)N1CCN(C(=O)CSc2nc(=O)n3ccccc3n2)CC1 | -4.9 | 1 | -13 | 7 | -0.3 | 98 | 8 | -3 | -6 | -0.4
Cc1[nH]c(C)c(S(=O)(=O)N2CCN(c3ccccc3F)CC2)c1C(=O)N1CCCC1 | 0.6 | -1 | -4 | 9 | 0.4 | 100 | 12 | -1 | -6 | 0.2
NC(=O)c1ccc(NS(=O)(=O)c2ccccc2F)cc1 | 1.2 | 0 | 1 | 0 | -0.1 | 99 | 1 | 2 | -1 | -1.2
COCCNC(=O)c1ccc(C(=O)C(=O)c2ccccc2)cc1 | -0.7 | 0 | -4 | 1 | -0.2 | 105 | 11 | 10 | -2 | 0.5
COc1ccc(OC)c(Nc2ncnc3c2cnn3-c2ccccc2)c1 | 0.6 | 0 | -5 | -1 | 0.6 | 71* | -9 | 6 | -7 | 0.6
CN(CCO)CCC(=O)NC1(C)CS(=O)(=O)CC1S(=O)(=O)O (stereo not drawn) | 0.0 | 2 | 0 | -2 | 0.3 | 99 | -4 | -7 | -6 | 0.8
Cc1ccc(NC(=O)CN2CCCN(S(=O)(=O)c3ccc(Br)s3)CC2)cc1 | -2.8 | 0 | -3 | 2 | 0.2 | 95 | 5 | -2 | -7 | -1.9
Nn1c(COc2ccc(Cl)cc2)n[nH]c1=S | -2.7 | 0 | 4 | 2 | -0.2 | 98 | 0 | 1 | -9 | -2.7
CCN(CC)c1ccc(/C=N/Nc2cccc(C)c2)c(O)c1 | -0.6 | 1 | -2 | 1 | -0.3 | 101 | 5 | -2 | -1 | -2.1
Cc1cccc(NC(=O)CNC(=O)Cn2ncc(Cl)c(Cl)c2=O)c1C | -0.2 | 8 | 6 | -19 | 0.3 | 96 | 22 | -6 | 12 | -5.7
NS(=O)(=O)c1ccc(CNC(=O)CCCSc2ccccc2)cc1 | -2.4 | -1 | -6 | 14 | 0.0 | 97 | 2 | -4 | 4 | 0.3
COC(=O)c1ccc(C2c3[nH]c4ccccc4c3C[C@H]3C(=O)N(C)CC(=O)N23)cc1 (stereo partly drawn) | 0.0 | 8 | 10 | 17 | 0.1 | 93 | 4 | 6 | 6 | -0.5
O=C(CSC1=NCCN1)Nc1cccc(C(F)(F)F)c1 | -0.3 | 11 | -3 | 1 | 0.0 | 93 | 0 | -12 | -2 | 6.6
Cc1cc(=O)oc2cc(OC(C)C(=O)N3CCOCC3)ccc12 (stereo not drawn) | -0.4 | 5 | -1 | 1 | -0.1 | 95 | 1 | 5 | -1 | -1.0
O=C(O)c1ccc(F)c(S(=O)(=O)Nc2ccccc2Cl)c1 | -1.3 | 1 | 4 | 0 | 0.3 | 100 | 2 | 2 | -1 | 1.9
COc1ccc(NC(=O)C(=O)NCCCn2ccnc2)cc1 | -0.7 | 3 | 1 | -6 | -0.1 | 101 | -2 | -6 | 0 | -0.7
CCOC(=O)N1CCN(S(=O)(=O)c2ccc(C(=O)Nc3ccc4c(c3)C(=O)NC4=O)cc2)CC1 | -1.6 | -1 | 0 | -13 | -0.1 | 100 | 13 | -1 | 1 | 0.3
O=C(COC(=O)c1ccc(S(=O)(=O)NCc2ccco2)cc1)NC1CCCCCC1 | 1.1 | -1 | 0 | 2 | 0.0 | 98 | 3 | 3 | 11 | 1.8
CCOc1ccc(-c2cnc3cccnn23)cc1 | 1.9 | -6 | 6 | -6 | 0.5 | 94 | -2 | -4 | 5 | -1.5

Among those listed so far, these have bromine.
SMILES | MC4R ag barr | Glyco luc inh | HTR2A ag | Granule exo inh | aDG glyco act | ABCB6 inh 2 | MC4R antag cAMP | H9c2 protect | ABHD5-PLIN5 inh | hiPSC survival
COc1ccc(NC(=O)C23CC4CC(C2)CC(n2cnc(Br)n2)(C4)C3)cc1OC | -1.8 | 5 | 2 | 0 | 0.0 | 90 | 1 | 5 | 0 | -1.8
Cn1cc(Br)c(-c2cccc(N3C(=O)CCCC3=O)c2)n1 | -0.3 | -2 | 3 | 2 | -0.1 | 95 | -3 | -1 | 6 | -0.1
Cc1ccc(NC(=O)CN2CCCN(S(=O)(=O)c3ccc(Br)s3)CC2)cc1 | -2.8 | 0 | -3 | 2 | 0.2 | 95 | 5 | -2 | -7 | -1.9

The results go on:
SMILES | MC4R ag barr | Glyco luc inh | HTR2A ag | Granule exo inh | aDG glyco act | ABCB6 inh 2 | MC4R antag cAMP | H9c2 protect | ABHD5-PLIN5 inh | hiPSC survival
CCOC(=O)CN1C(=O)C(O)=C(C(C)=O)C1c1ccc([N+](=O)[O-])cc1 (stereo not drawn) | -1.3 | 1 | -2 | 0 | 1.0 | 98 | 1 | -2 | -5 | 1.5
CC(=O)Nc1ccc(-c2cc3ccccc3o2)cc1 | -1.5 | -6 | -6 | 0 | -0.1 | 101 | 9 | -2 | 0 | 0.1
CCN(CC(=O)Nc1ccccc1C(F)(F)F)C(=O)c1ccc(NC(=O)c2cccs2)cc1 | -1.6 | -4 | 1 | -10 | -0.3 | 93 | 11 | 14 | -4 | -1.1
Cc1ccc(NCc2ccccc2O)c(C)c1 | -2.2 | 3 | 2 | -2 | -0.1 | 89 | -5 | -6 | -8 | -0.6
COc1cccc(C2c3c(oc4ccccc4c3=O)C(=O)N2CCCN2CCOCC2)c1OC (stereo not drawn) | 0.2 | 2 | 3 | -2 | -0.1 | 94 | 11 | 3 | -2 | -0.3
CCCCN1C(=O)N(c2nnc(C(C)(C)C)s2)C(O)C1c1ccc(C)cc1 (stereo not drawn) | 7.0 | -1 | 1 | -7 | 0.0 | 104 | 15 | 8 | 4 | -0.5
O=S(=O)(NC(=S)NC1CCCCC1)c1ccc(Br)cc1 | -2.3 | 0 | -4 | 0 | 0.3 | 103 | -2 | -5 | -1 | -2.3
COC(=O)c1sc2ccccc2c1NC(=O)c1ccc(S(=O)(=O)N2CCCCC2C)cc1 (stereo not drawn) | 0.0 | -3 | -2 | -2 | -0.1 | 93 | 0 | 5 | 4 | -0.2
CCCNc1nc(Nc2ccc(C)c(Cl)c2)c2cnn(C)c2n1 | -0.4 | 5 | 0 | 4 | 1.0 | 97 | 14 | -6 | 6 | 0.9
